Bioassay records from PubChem BioAssay.
PRMT1 inh = inhibitors of human PRMT1 | Q99873 | recombinant PRMT1, activity-based probe fluorescence polarization | inhibition, % at 2.79 µM | actives 1.3% (n = 370,000) | AID 652257;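 active = inhibition above about 21% made by adding two undisclosed values, limit read from the data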
Target sequence (Q99873 whole entry, looked up): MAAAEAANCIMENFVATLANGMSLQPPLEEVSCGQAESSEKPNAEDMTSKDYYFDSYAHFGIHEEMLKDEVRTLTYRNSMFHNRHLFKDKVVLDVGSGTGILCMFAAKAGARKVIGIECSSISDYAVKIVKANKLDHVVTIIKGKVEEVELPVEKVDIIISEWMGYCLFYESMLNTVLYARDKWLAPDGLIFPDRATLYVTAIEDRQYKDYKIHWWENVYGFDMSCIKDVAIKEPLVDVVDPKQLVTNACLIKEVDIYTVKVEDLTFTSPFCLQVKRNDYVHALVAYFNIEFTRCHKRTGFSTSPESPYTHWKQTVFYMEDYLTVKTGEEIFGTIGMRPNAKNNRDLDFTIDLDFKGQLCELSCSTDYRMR
LEDGF integ inh = blocks HIV-1 LEDGF/p75-dependent DNA integration; TR-FRET IN-LEDGF/p75 DNA integration, Eu/Cy5; inhibition, % at 3.7 µM; actives 0.64% (n = 370,000); AID 743269;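 active = inhibition above the screen-wide mean plus 3 SD, cut at about 13% in these data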;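 also: signal is the Cy5 over europium emission ratio at 671 and 618 nm; 0% = plate median of compound wells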
MBD2 DNA inh = inhibitors of human MBD2 binding to methylated oligonucleotide. TR-FRET. actives 0.31% (n = 370,000). Q9UBB5. AID 686964. inhibition, % at 4.4 µM; in the data active = inhibition above about 13%
Tn6 DDE FP = DD(E)-Tn6 binding inhibition, primary FP screen. actives 0.21% (n = 370,000). inhibition, % at 8.3 µM. AID 720509. Fibrin DD(E) TRITC-Tn6 fluorescence polarization displacement. P02675;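 active = inhibition above a per-campaign cutoff: mean of compounds within control limits plus 3 SD, cut at about 15% in these data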;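 also: 0% = median of all compound wells on the plate and 100% = blocking peptide control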
TCR CD3 inh = human TCR-CD3 binding inhibition. inhibition, % at 9.4 µM. actives 0.37% (n = 360,000). AID 651800. TAMRA-labeled TCR probe fluorescence, biochemical; in the data active = inhibition above about 19%;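 also: recombinant mutant TCR 2C K166C tagged with TAMRA read by polarization; 0% = receptor in buffer alone and 100% = receptor with positive control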
TDP2 inh = TDP2 (human) inhibition, absorbance primary screen; O95551; recombinant TDP2, T5PNP hydrolysis, p-nitrophenol absorbance 415 nm; inhibition, % at 12.8 µM; actives 0.34% (n = 370,000); AID 720702;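 active = inhibition above the mean of all tested compounds plus 3 SD, set per campaign, cut at about 25% in these data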;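 also: 0% = DMSO with enzyme and 100% = buffer with substrate but no TDP2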
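System – recombinant human TDP2 · Quantity – TDP2 enzyme at 120 nM final · Doses – single concentration, 12.8 µM nominal, with 1% DMSO · Incubation – 2 h at 37 °C · Measured by – epi absorbance of p-nitrophenol freed from T5PNP by hydrolysis · Read-out – % inhibition relative to enzyme-containing and enzyme-free wells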
UHRF1 MBD2 ctr = human UHRF1 methylated DNA binding inhibitors; Q96T88; UHRF1 binding to methylated oligo, TR-FRET; inhibition, % at 4.4 µM; actives 0.75% (n = 370,000); AID 687016; in the data active = inhibition above about 21%;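 also: UHRF1 SRA domain binding a hemimethylated CpG hairpin DNA probe; 0% = median of test compound wells and 100% = reference inhibitor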
proKLK7 act = activators of human kallikrein-7 zymogen; P49862; purified proKLK7, EDANS-DABCYL substrate fluorescence; 100% is mature enzyme control, 0% vehicle; activation, % at 7 µM; actives 0.9% (n = 370,000);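 active = activation above the mean of all tested compounds plus 3 SD, computed per campaign excluding outliers beyond control limits, cut at about 13% in these data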
SIAE inh = blocks human sialic acid acetylesterase | actives 0.69% (n = 370,000) | SIAE FP-Rh probe binding, fluorescence polarization | AID 1053197 | inhibition, % at 9.66 µM;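 active = inhibition above a cutoff: mean of compounds within the control limits plus 3 SD of those, cut at about 17% in these data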;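 also: 0% = plate median of compound wells and 100% = probe without SIAE protein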
Target sequence (Q9HAT2 whole entry, looked up): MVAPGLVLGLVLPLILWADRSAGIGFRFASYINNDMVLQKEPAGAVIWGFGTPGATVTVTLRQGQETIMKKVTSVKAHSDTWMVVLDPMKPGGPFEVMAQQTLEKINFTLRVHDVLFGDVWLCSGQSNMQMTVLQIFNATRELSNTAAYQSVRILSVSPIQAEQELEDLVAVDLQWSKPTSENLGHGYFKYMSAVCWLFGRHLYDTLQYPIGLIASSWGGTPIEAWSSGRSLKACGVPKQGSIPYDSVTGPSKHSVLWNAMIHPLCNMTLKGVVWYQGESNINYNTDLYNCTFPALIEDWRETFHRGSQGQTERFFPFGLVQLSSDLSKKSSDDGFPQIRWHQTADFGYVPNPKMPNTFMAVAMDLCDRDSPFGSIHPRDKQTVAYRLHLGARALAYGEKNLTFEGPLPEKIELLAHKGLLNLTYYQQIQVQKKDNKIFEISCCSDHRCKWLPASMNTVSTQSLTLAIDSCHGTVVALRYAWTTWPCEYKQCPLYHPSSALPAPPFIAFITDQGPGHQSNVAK
Tn7 DDE FP = inhibitors of Tn7 peptide binding to human fibrin DD(E) | P02675 | AID 720508 | actives 0.13% (n = 370,000) | inhibition, % at 8.3 µM | FP displacement of FITC-Tn7 peptide from fibrin DD(E); 0% = median of compound wells per plate;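 active = inhibition above the mean of compounds falling within the control limits plus 3 SD of them, cut at about 14% in these data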;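 also: 0% = plate median of compound wells and 100% = 10 µM Aha-Tn7 peptide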
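Assay system: human fibrin DD(E). Input: DD(E) 2 µM final. Medium: Tris buffer with calcium and detergent, pH 7.8. Compound dosing: single point at 8.3 µM. Timing: 10 min plus 3 h, room temperature. Technique: fluorescence polarization of the labelled Tn7 tracer. Read-out: percent inhibition. Replicates: singlicate testing.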
The depositor's hits bear a star; · = no result given. Outcome played no part in choosing rows, and some 4.6% of all compounds hit somewhere here.

SMILES	PRMT1 inh	LEDGF integ inh	MBD2 DNA inh	Tn6 DDE FP	TCR CD3 inh	TDP2 inh	UHRF1 MBD2 ctr	proKLK7 act	SIAE inh	Tn7 DDE FP
CCOc1ccc2nc(SCC(=O)Nc3ccc(S(=O)(=O)N4CCCC4)cc3)c(C)cc2c1	3	1	-2	10	6	16	0	-0.1	-17	-1
CCOC(=O)CSc1nc(C)c2cc(C)c(C)cc2n1	7	-6	0	-1	0	-2	0	0.2	0	0
O=C(c1cccc(S(=O)(=O)N2CCN(c3ccc(F)cc3)CC2)c1)N1CCN(c2ccccc2O)CC1	-3	6	4	-4	0	-13	5	0.0	0	-8
CCCC(=O)Nc1ccc(-c2ccc(NC(=O)CCC)cc2)cc1	-1	3	3	-8	9	7	3	0.0	-1	-9
Cc1cc(C)nc(NC(=O)c2cc(-c3ccc4c(c3)OCO4)nc3ccccc23)c1	4	3	1	-11	-3	12	2	-32	-6	-6
CCCC(=O)Nc1ccc(Nc2ccccc2)cc1	0	-2	-3	4	2	-6	4	-1.1	6	-4
CC(=O)c1cccc(NC(=O)C2CCN(S(=O)(=O)c3c(C)n[nH]c3C)CC2)c1	-4	-2	-2	4	7	-4	1	-0.4	1	-1
COc1ccc(NC(=O)Nc2nnc(Cc3ccc(F)cc3)s2)cc1	2	-4	5	-2	2	-12	0	-0.1	8	3
O=C(COC(=O)c1cc([N+](=O)[O-])ccc1N1CCOCC1)c1ccc(OC(F)F)cc1OC(F)F	2	2	-5	4	-1	4	1	-2.5	4	-3
Cc1ccc(N2CCN(C(C(=O)Nc3c(C)cccc3C)c3cccc(F)c3)CC2)cc1 (stereo unspecified)	-3	-3	-3	6	11	3	1	1.1	-2	0
CCOC(=O)[C@@H]1[C@H]2COc3cc(OC)ccc3[C@H]2N2C(=O)N(c3ccc(F)cc3)C(=O)[C@@]12C	3	-1	2	-1	1	-6	2	-0.1	4	2
Cc1ccc(-n2nc3c(=O)n(CCCC(=O)NCc4cccc(Cl)c4)nc(C)c3c2C)cc1	5	-5	7	-1	-4	-3	5	0.4	-5	5
CN1CCc2c(c3ccccc3n2C)C1	0	-1	-1	4	7	-2	-2	0.7	2	2
OC(COc1c(Br)cc(Br)cc1Br)CN1CCOCC1 (stereo unspecified)	-2	2	-2	8	3	-9	-1	0.6	7	-3
Cc1ccc(CNS(=O)(=O)c2ccc(CN3C(=O)c4cccnc4C3=O)cc2)o1	26*	-4	-6	5	-10	-6	-3	0.1	7	9
O=C(O)CSc1nnc(-c2cccc(S(=O)(=O)N3CCCCC3)c2)o1	0	-5	0	2	0	-5	-1	0.4	-8	0
Cc1cccc(C(=O)OCC(=O)N2CC(C)CC(C)C2)c1C (stereo unspecified)	-1	5	0	4	5	-5	0	0.3	-6	-9
FC(F)(F)c1cccc(NC(=S)NCc2ccc(Cl)cc2)c1	0	-2	-5	-1	8	0	4	0.6	-9	-2
O=Cc1c(NCc2ccccc2F)c2ccccc2[nH]c1=O	2	-4	2	-2	-4	13	0	0.3	-4	3
COc1ccccc1COC(=O)C(NC(=O)c1ccc(C)cc1)C(C)C (stereo unspecified)	-1	-1	-3	-1	-4	3	-1	0.1	0	-1

Single records, as listed above. Screens in order: PRMT1 inh | LEDGF integ inh | MBD2 DNA inh | Tn6 DDE FP | TCR CD3 inh | TDP2 inh | UHRF1 MBD2 ctr | proKLK7 act | SIAE inh | Tn7 DDE FP
`OC(COc1c(Br)cc(Br)cc1Br)CN1CCOCC1` (stereo unspecified) as listed: -2 | 2 | -2 | 8 | 3 | -9 | -1 | 0.6 | 7 | -3
`Cc1ccc(-n2nc3c(=O)n(CCCC(=O)NCc4cccc(Cl)c4)nc(C)c3c2C)cc1` as listed: 5 | -5 | 7 | -1 | -4 | -3 | 5 | 0.4 | -5 | 5
`CCOC(=O)[C@@H]1[C@H]2COc3cc(OC)ccc3[C@H]2N2C(=O)N(c3ccc(F)cc3)C(=O)[C@@]12C` as listed: 3 | -1 | 2 | -1 | 1 | -6 | 2 | -0.1 | 4 | 2

Going on with the list:
SMILES	PRMT1 inh	LEDGF integ inh	MBD2 DNA inh	Tn6 DDE FP	TCR CD3 inh	TDP2 inh	UHRF1 MBD2 ctr	proKLK7 act	SIAE inh	Tn7 DDE FP
CN(C)c1nc(N(C)C)nc(N(C#N)CN2C(=O)c3ccccc3S2(=O)=O)n1	-1	2	-1	2	-11	-1	0	0.4	1	-7
COc1cccc(N2CCN(C(=O)Nc3ccccc3Cl)CC2)c1	1	0	1	1	7	0	1	-0.1	0	1
Cc1[nH]c(C)c(S(=O)(=O)N2c3ccccc3CC2C)c1C(=O)N1CCCCC1 (stereo unspecified)	4	-5	0	4	-1	7	-1	0.1	0	6
COc1cccc(-c2cc(C(=O)N3CCN(C(c4ccccc4)c4ccccc4)CC3)no2)c1	1	0	2	0	-8	10	-3	0.0	-5	8
O=C(Nc1cc2c3c(c1)CC(=O)N3CCC2)C1CCCCC1	1	-3	3	2	-2	6	-2	0.9	-3	5
CC(=O)c1ccccc1NC(=O)COC(=O)c1cc(C)oc1C	-1	-2	-2	-3	4	-6	-2	0.3	-3	6
Cc1cc2cc(CNC(=O)C3CCCC3)ccc2n1C	0	2	-6	13	11	-10	-6	0.2	-8	-7
COc1cc(N)c(Cl)cc1C(=O)OC(C)C(=O)Nc1cccc(S(=O)(=O)N2CCOCC2)c1 (stereo unspecified)	-5	6	-3	2	-1	6	-2	0.8	-1	-3
COC(=O)c1ccc(NC(=S)Nc2ccc(O)cc2)cc1	4	5	2	1	1	-5	-5	0.5	0	-2
CN(C)CCC#CC1(O)c2ccccc2-c2ccccc21	-2	2	3	-1	1	-3	-2	0.2	-2	-16
C/C(Nc1ccccc1C(F)(F)F)=C1/CCOC1=O	3	-6	1	-5	-5	9	2	-1.2	2	-1
Cc1ccccc1-c1nnc(SCc2ccc(F)cc2)o1	-5	1	1	-5	7	-4	-1	0.1	-1	-2
Cc1cc2ccccc2n2c(SCC(=O)NCc3cccs3)nnc12	5	-1	-2	-1	5	1	-5	-0.2	1	-13
Cc1ccc(NC(=S)NNC(=O)c2nn(C)c(C)c2Cl)cc1	-1	-4	-4	-1	5	9	-3	-0.3	5	1
CN(C)c1ccc(/C=N\NC(=O)c2cccc(S(=O)(=O)N(C)C)c2)cc1	6	1	-1	2	·	-14	-1	1.1	6	-3
CCCC12CN3CCN(CC(C3)/C1=N\NC(=O)c1ccc(C(C)(C)C)cc1)C2	-4	0	-4	2	3	5	1	-0.6	4	7
C[N+](C)(C)CC/C=C1/c2ccccc2CSc2ccccc21	2	1	-4	-1	2	-2	1	-0.7	4	0
CCOC(=O)c1ccc(N2CN(CC)CNC2=S)cc1	-4	-3	-2	2	5	-5	2	-0.6	-2	1
Cc1nonc1OCCNCc1c(C(=O)N2CCCCCCC2)nc2ccc(Cl)cn12	-2	-1	-3	-2	2	-4	1	0.3	2	1
CC(C)CCNC(=O)C(=O)NCC1OCCCN1S(=O)(=O)c1cccs1 (stereo unspecified)	2	0	-2	-4	-3	-9	1	-0.8	-2	1
CCn1nc(C)c(/C=N/NC(=O)c2ccc3c(c2)c(C)c(C)n3Cc2ccccc2)c1C	-4	-1	-3	-10	6	9	-2	-0.5	0	-6
COCCCNc1nc2nonc2nc1N1C[C@H]2CC[C@H]1C2	-1	1	4	-4	-4	-9	-2	0.2	0	-7
O=C(CSc1nnc(-c2cccnc2)n1Cc1ccco1)Nc1cccc(O)c1	-1	6	1	-2	-5	7	-2	-0.2	2	0
CCOc1ccccc1OCc1nn2c(-c3ccc(C)cc3)nnc2s1	1	0	0	0	2	-8	0	0.5	-17	3
CSc1ccccc1NC(=O)CN(C)C(=O)c1ccc(NC(=O)c2cccs2)cc1	-3	2	3	-7	-4	-6	-1	0.5	3	5
COCc1nnc(NC(=O)CCCOc2ccccc2OC)s1	13	-3	1	2	0	4	-1	0.4	-1	5
Cc1ccsc1/C=N/NC(=O)CN1CCN(Cc2ccccc2)CC1	2	0	-6	6	-1	12	-1	0.6	-1	-1
CCC(C)c1ccccc1N1CC(C(=O)NCCCn2nc(C)cc2C)CC1=O (stereo unspecified)	1	1	5	5	0	2	0	0.0	1	9
O=C(NCc1cccnc1)c1nn2cccnc2c1Cl	-1	-2	6	-12	-4	0	3	1.3	0	-2
COc1ccc(-c2csc(N3CCC(C(N)=O)CC3)n2)cc1	1	-4	4	-4	5	-9	0	-0.3	2	5
Cc1cc(C)cc(OC(C)C(=O)NCCCn2ccnc2)c1 (stereo unspecified)	-5	5	5	1	4	-11	-4	-0.1	4	-5
CCOC(=O)N1CCN(C(=O)COc2ccc(Cl)cc2)CC1	-2	0	1	7	0	2	-4	-0.2	-1	9
Cc1ccc(C)c(N(CC(=O)NC2CCCC2)C(=O)CCC(=O)Nc2nccs2)c1	-2	2	2	-2	-1	9	-1	-0.5	-68	-4
c1ccc2c(c1)nc(N1CCOCC1)c1ccccc12	-5	3	0	12	4	5	-1	-0.6	4	2

Of the compounds above, these have a Cl atom.
SMILES	PRMT1 inh	LEDGF integ inh	MBD2 DNA inh	Tn6 DDE FP	TCR CD3 inh	TDP2 inh	UHRF1 MBD2 ctr	proKLK7 act	SIAE inh	Tn7 DDE FP
Cc1ccc(-n2nc3c(=O)n(CCCC(=O)NCc4cccc(Cl)c4)nc(C)c3c2C)cc1	5	-5	7	-1	-4	-3	5	0.4	-5	5
FC(F)(F)c1cccc(NC(=S)NCc2ccc(Cl)cc2)c1	0	-2	-5	-1	8	0	4	0.6	-9	-2
COc1cccc(N2CCN(C(=O)Nc3ccccc3Cl)CC2)c1	1	0	1	1	7	0	1	-0.1	0	1
COc1cc(N)c(Cl)cc1C(=O)OC(C)C(=O)Nc1cccc(S(=O)(=O)N2CCOCC2)c1 (stereo unspecified)	-5	6	-3	2	-1	6	-2	0.8	-1	-3
Cc1ccc(NC(=S)NNC(=O)c2nn(C)c(C)c2Cl)cc1	-1	-4	-4	-1	5	9	-3	-0.3	5	1
Cc1nonc1OCCNCc1c(C(=O)N2CCCCCCC2)nc2ccc(Cl)cn12	-2	-1	-3	-2	2	-4	1	0.3	2	1
O=C(NCc1cccnc1)c1nn2cccnc2c1Cl	-1	-2	6	-12	-4	0	3	1.3	0	-2
CCOC(=O)N1CCN(C(=O)COc2ccc(Cl)cc2)CC1	-2	0	1	7	0	2	-4	-0.2	-1	9
